Compound activity as filed in PubChem.
Diaphorase inh: diaphorase inhibitors and chemical oxidizers, primary screen, counter-screen for diaphorase-coupled primary assays, biochemical, uHTS, resorufin fluorescence | diaphorase resazurin-to-resorufin fluorescence, NADH, 16 min; bacterial (C. kluyveri) enzyme, not human | inhibition, % at 20 µM | 190,000 compounds, 0.69% hits | AID 1217, 2008;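 active = primary screen inhibition at 20 µM above a set limit, cut at about 50% in these data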;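 note: plate controls were DMSO with full reaction for no effect and wells lacking NADH for full effect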
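Assay system – diaphorase enzyme from Clostridium kluyveri · Amount – diaphorase 0.14 U/mL (working solution) · Times – reaction incubation of 16 min at room temperature · Controls – No-NADH positive control and DMSO neutral control · Signal – resorufin fluorescence 544/590 nm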
PPARg SRC3 recr: PPARgamma agonists recruiting SRC-3 coactivator, primary screen, biochemical | biochemical PPARgamma/SRC-3 coactivator recruitment assay | 200,000 compounds, 0.26% hits | Peroxisome proliferator-activated receptor gamma (Homo sapiens), P37231 | activation, % at 8 µM; in the data active = activation above about 23%;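 note: 0% = DMSO and 100% = reference agonist; some compounds past the cut are filed as inactive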
TR-FRET SRC-2 ct: TR-FRET signal artefacts, primary screen, artefact control for PPARgamma SRC-2 agonist project, biochemical. TR-FRET artefact counter-screen; stronger effect = higher value. 200,000 compounds, 0.4% hits. TR-FRET ratio at 8 µM; in the data active = TR-FRET ratio above about 2000; note: inactives centre near 1500
S1P3 antagonist: S1P3 receptor antagonists, primary screen, cell-based. Sphingosine 1-phosphate receptor 3 (Homo sapiens), Q99500. CHO S1P3 NFAT-BLA reporter, FRET fluorescence, antagonist mode. inhibition, % at 4.98 µM. 170,000 compounds, 0.27% hits. AID 485, 2006;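 active = inhibition above the plate cutoff, the mean inhibition of test wells on that plate plus 3 SD, cut at about 28% in these data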;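 note: cells challenged with S1P at its EC80 of 0.8 µM; blue over green emission ratio from cleaved BLA substrate after 4 h stimulation; 0% = S1P-stimulated wells and 100% = unstimulated DMSO-only wells; some compounds past the cut are filed as inactive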
Target sequence (Q99500 whole entry, looked up): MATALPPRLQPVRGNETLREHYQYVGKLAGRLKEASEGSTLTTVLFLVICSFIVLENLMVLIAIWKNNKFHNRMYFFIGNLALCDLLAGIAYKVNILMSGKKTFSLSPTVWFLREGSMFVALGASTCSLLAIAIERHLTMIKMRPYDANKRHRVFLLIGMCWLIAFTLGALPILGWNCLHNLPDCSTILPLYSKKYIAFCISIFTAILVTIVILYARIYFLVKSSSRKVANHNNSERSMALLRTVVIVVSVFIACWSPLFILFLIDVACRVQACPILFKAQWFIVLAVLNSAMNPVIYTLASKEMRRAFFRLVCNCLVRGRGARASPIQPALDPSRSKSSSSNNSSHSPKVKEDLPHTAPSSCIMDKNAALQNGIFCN
PMI act: activators of human PMI, primary screen, biochemical, fluorescence intensity, near-Km mannose 6-phosphate; Mannose-6-phosphate isomerase (Homo sapiens), P34949; purified human PMI, coupled resazurin fluorescence, 20 min; stronger effect = higher value; 1 = vehicle control, 0 substrate-free wells; activation factor at 20 µM; 190,000 compounds, 0.005% hits; AID 1214, 2008;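 active = activation factor of 2 or more at 20 µM, relative to plate controls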
PPARg SRC-2 ag: agonists of PPARg-SRC-2 recruitment, primary screen, biochemical, HTS. PPARgamma LBD-SRC-2 recruitment. activation, % at 8 µM. 200,000 compounds, 0.34% hits. AID 1032, 2008; in the data active = activation above about 22%;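 note: 0% = vehicle and 100% = reference agonist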
Diaphorase act: compounds boosting diaphorase resazurin reduction – biochemical, uHTS, resorufin fluorescence, counter-screen for diaphorase-coupled primary assays, primary screen | Diaphorase/resazurin coupled assay, 16 min; stronger effect = higher value; 1 = vehicle wells, 0 = NADH-free wells | activation factor at 20 µM | 190,000 compounds, 0.005% hits;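 active = diaphorase activity raised at least twofold by the compound at 20 µM; inactive = activation factor below 2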
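test system = bacterial diaphorase enzyme (C. kluyveri) | quantity = enzyme 0.07 U/mL final | reagent = NADH substrate 0.114 mM plus resazurin dye 0.1 mM, final | incubation = 16 min enzyme reaction, ambient temperature | buffer or medium = HEPES pH 7.4 buffer with MgCl2 and Tween 20 | signal = fluorescence of resorufin, 544 nm excitation, 590 nm emission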
G6PDH CS: L. mesenteroides G6PDH inhibitors, counter-screen for G6PDH-coupled screening assays, biochemical, Leuconostoc mesenteroides enzyme | glucose-6-phosphate dehydrogenase [Leuconostoc mesenteroides] | Purified L. mesenteroides G6PDH, diaphorase/resazurin coupled fluorescence, 45 min | inhibition, % at 5 µM | 200,000 compounds, 0.12% hits | AID 1020, 2008; in the data active = inhibition above about 50%
PPARg SRC1 recr: PPARgamma agonists recruiting SRC-1 coactivator, primary screen, biochemical. Peroxisome proliferator-activated receptor gamma (Homo sapiens), P37231. PPARgamma-SRC-1 coactivator recruitment biochemical assay. activation, % at 8 µM. 200,000 compounds, 0.41% hits. AID 631, 2007; in the data active = activation above about 19%;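 note: 0% = DMSO and 100% = reference agonist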
ROMK primary: ROMK potassium channel modulators, primary screen, cell-based, thallium flux, MLSMR library | B-score at 10 µM | Tet-inducible ROMK, thallium flux fluorescence; actives lie on both sides | 130,000 compounds, 2% hits | ATP-sensitive inward rectifier potassium channel 1 (Homo sapiens), P48048;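 active = signal ratio slope over the read window, or its plate-corrected B-score, at least 3 SD from the plate mean, either direction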;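 note: B-score of the F/F0 ratio slope over 7 to 12 s after thallium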
Target sequence (P48048 whole entry, looked up): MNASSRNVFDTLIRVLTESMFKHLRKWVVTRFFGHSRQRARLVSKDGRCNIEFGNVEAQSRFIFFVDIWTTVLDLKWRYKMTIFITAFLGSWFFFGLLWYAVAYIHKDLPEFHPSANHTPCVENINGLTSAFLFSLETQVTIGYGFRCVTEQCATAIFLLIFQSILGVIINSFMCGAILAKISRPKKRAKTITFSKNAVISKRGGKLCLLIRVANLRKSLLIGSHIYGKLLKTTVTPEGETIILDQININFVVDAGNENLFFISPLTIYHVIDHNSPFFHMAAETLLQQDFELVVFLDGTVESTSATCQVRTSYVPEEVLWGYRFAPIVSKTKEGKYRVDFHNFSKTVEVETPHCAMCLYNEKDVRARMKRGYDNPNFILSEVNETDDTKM
PMI act satM6P: human PMI activators, high substrate, primary screen, biochemical, fluorescence intensity, near-saturating mannose 6-phosphate | AID 1216, 2008 | 190,000 compounds, 0.34% hits | coupled PMI enzyme assay, resazurin fluorescence, 20 min; stronger effect = higher value; 1 = untreated enzyme, 0 = substrate-free blank | Mannose-6-phosphate isomerase (Homo sapiens), P34949 | activation factor at 20 µM;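 active = activation factor of 2 or more at 20 µM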
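Material: human phosphomannose isomerase with PGI, G6PDH, diaphorase coupling enzymes; amount: PMI at 15 ng/mL final; also added: Mannose-6-phosphate 1.0 mM (near-saturating) plus 0.22 mM NADP+; incubation: enzyme reaction with compound 20 min at room temperature; signal: resorufin fluorescence (Ex 544/Em 590 nm) from resazurin via diaphorase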
The depositor's hits bear a star; . = not tested or not shown.

molecule,PPARg SRC-2 ag,PPARg SRC3 recr,Diaphorase act,PPARg SRC1 recr,PMI act satM6P,PMI act,ROMK primary,TR-FRET SRC-2 ct,Diaphorase inh,G6PDH CS,S1P3 antagonist
COc1ccc([N+](=O)[O-])cc1N(CC(O)CN1CCCCC1)S(=O)(=O)c1ccccc1 (centres undefined),3,1,0.8,8,0.9,0.8,-0.51,1637,18,11,-10
CCc1c(C)sc(NC(=O)c2ccccc2[N+](=O)[O-])c1C(N)=O,0,1,0.9,8,1,1.1,-0.091,1692,8,4,-13
Cn1nnc(C(O)CN2CCOCC2)n1 (centres undefined),7,-6,1,6,1,1,.,1896,-1,12,0
Brc1ccccc1-c1csnn1,-1,6,0.9,7,0.9,1,0.015,1580,7,2,-6
Cc1ccc(C)c(C(=O)CCC(=O)Nc2cccnc2)c1,3,7,0.9,3,1,1,.,1518,7,-3,1
Nc1nnnn1/N=C/c1ccccc1OCc1ccc(Cl)cc1,-10,-1,0.8,-10,0.9,0.9,0.84,1551,17,1,.
CC(=O)Nc1ccc(NC(=O)CSCc2cnn(-c3ccccc3)c2-n2cccc2)cc1,1,-2,0.8,-5,1,0.9,-0.061,1560,24,-7,.
CC[C@@H](C)C(NC(=O)OC(C)(C)C)c1cn([C@@H](CCC(=O)OC(C)(C)C)C(=O)N2CCN(C(=O)OC(C)(C)C)CC2)nn1 (some centres undefined),-8,-1,0.8,2,1,1,.,1361,16,15,1
CC(C)CC1NC(=O)N(CC(=O)N2CCN(S(=O)(=O)c3ccc(Cl)cc3)CC2)C1=O (centres undefined),1,-1,0.9,0,1,1,-0.61,1477,10,-2,-45
CCOC(=O)n1c(=O)oc2ccc(Cl)cc21,0,-11,0.9,-3,1,1,-0.047,1507,5,5,.
Cc1cc(Nc2ccc(F)cc2)nc(N)n1,1,7,1,5,0.9,1,0.058,1680,4,2,.
Cc1nc2c(cnn2-c2ccccc2Cl)c(=O)n1-c1ccc(N2CCC(C)CC2)cc1,9,3,0.9,7,1,0.9,0.44,1625,10,2,.
CCCCCC(=O)N/N=C/c1ccc([N+](=O)[O-])o1,6,5,0.7,0,0.8,1.1,.,1541,27,1,.
Cc1ccc(C2CC(c3cccs3)=NN2S(=O)(=O)c2ccc(C)cc2)cc1 (centres undefined),6,3,0.9,0,0.9,0.8,.,1731,12,-14,14
O=C(CSc1ccc(-c2ccccn2)nn1)c1ccccc1,-8,-4,1,-2,1.2,1.1,.,1386,-1,2,-9
COc1cccc(CSc2ccc(S(=O)(=O)N3CCOCC3)cc2C(=O)NCC2CCCO2)c1OC (centres undefined),0,3,0.9,1,1,0.9,0.52,1579,11,4,-8
O=C(N/N=C1\C(=O)c2cccc3cccc1c23)c1ccc(O)cc1,2,0,0.9,5,0.9,0.9,1.4,1405,9,1,2
CCS(=O)(=O)Nc1ccc(Cc2ccc(NS(=O)(=O)CC)cc2)cc1,-3,-14,0.9,2,1,1,-2.2,1308,9,3,.
C1CC2CN(c3nc4nonc4nc3N3CCSCC3)CCN2C1 (centres undefined),-7,-4,0.8,-8,0.9,0.9,-0.25,1496,17,6,-17
COc1ccc(NC(=O)c2ccc(COCC(F)(F)C(F)F)cc2)cc1OC,11,-1,0.7,5,0.8,0.8,.,1474,27,18,9
COc1cc2c(cc1OC)C(SC)=NC(C)(C)C2,12,7,0.9,-1,1,1,-1.9,1534,8,3,.
COc1cc(Cl)c(C)cc1NC(=O)COC(=O)C(NS(=O)(=O)c1ccc(Cl)cc1)C(C)O (centres undefined),13,3,0.8,1,0.8,0.8,-1,1578,24,2,-32
COc1ccc(CCNC(=O)CN(c2ccccc2)S(C)(=O)=O)cc1OC,0,4,1,3,1,1,0.013,1617,0,9,.
O=C(O)CCn1c(=O)c2ccccc2c2ccccc2c1=O,4,10,0.9,2,1,0.9,.,1623,12,-1,2
CN(C)c1nc(SCC#N)nc(N2CCOCC2)n1,3,1,0.9,-6,0.9,1,.,1501,8,-5,.
CN(CC(=O)Nc1ccccc1Oc1ccccc1)Cc1ccccc1F,8,-3,0.7,7,0.9,0.9,.,1560,32,-32,-3
CN1CCN(c2ccc(NC(=O)COc3ccccc3Cl)cc2)CC1,1,-2,1,-6,0.9,0.8,.,1556,5,6,-64
Cc1oc(-c2ccccc2F)nc1CSCC(=O)NCc1ccc2c(c1)OCO2,4,6,0.9,14,1,1,.,1717,11,-1,-35
O=C(N1CCOCC1)N1CCN(S(=O)(=O)N2CCCCC2)CC1,3,2,0.8,-3,0.9,0.9,0.13,1523,17,-21,-41
C/C=C/c1c(F)c(F)c(Oc2ccc(C(=O)O)cc2)c(F)c1F,-7,-7,0.9,-4,1,1,3.8*,1548,12,5,.
CSC(=NCCCN1CCOCC1)NS(=O)(=O)c1cccs1,1,-2,0.9,3,1,1,.,1523,8,6,.
CCCCn1c(N)c(NCC)c(=O)[nH]c1=O,7,4,1.2,-2,1.1,1.1,-0.014,1633,-24,7,-7
Cc1ccc(S(=O)(=O)N2CCCC2C(=O)N2CCCCCC2)cc1 (centres undefined),7,-1,0.9,5,1,0.9,-0.24,1521,8,8,-16
O=C1NC2=C(CCc3ccccc32)C(c2ccccc2)N1 (centres undefined),0,1,0.8,11,1,1.2,0.29,1570,16,10,-16
COc1cc(CC(=O)OCC(=O)Nc2cccc([N+](=O)[O-])c2)cc(OC)c1OC,0,-1,0.8,-6,0.9,0.9,.,1588,23,-26,0
Cc1c(C(=O)OC2CCCC2)[nH]c2c1C(=O)CC(c1ccco1)C2 (centres undefined),-1,6,0.8,-2,0.8,0.8,.,1451,24,-29,7
Cc1ccc[n+](CC(=O)Nc2nc3ccccc3s2)c1,-4,-4,1.1,2,1,1,0.042,1477,-9,-2,-5
O=C(Nc1ccc(N2CCCC2)cc1)C(Cl)c1ccccc1 (centres undefined),12,14,0.7,12,0.6,0.8,.,1518,30,1,.
Cc1ccc(C(=O)Cn2c(C)cc(C)c(C#N)c2=O)cc1,6,1,0.8,10,1,0.9,.,1597,20,1,-26
CN(C)S(=O)(=O)c1ccc(C(=O)OCn2nnc3ccccc3c2=O)cc1,-10,-7,1,1,0.9,0.9,.,1350,-1,-9,.
Cc1ccc(C)n1CCN1CCN(C(=O)CC#N)CC1,-6,1,1.2,6,1,1.1,-0.44,1495,-16,11,-25
Cn1c(CO)cnc1S(=O)(=O)Cc1ccc([N+](=O)[O-])cc1,7,0,0.8,5,0.8,0.8,.,1572,17,-6,.
C=CCNC(=O)COc1ccc(S(=O)(=O)NC2CCCCC2)cc1,7,14,0.8,7,0.9,0.9,.,1612,22,1,19
CCCCOC(=O)c1ccc(NC(=S)NC(=O)c2c(Br)c(C)nn2C)cc1,6,2,1.1,0,1.1,1.1,.,1550,-6,2,15
Cc1ccc(-n2ncc3c(SCc4ccccc4)ncnc32)cc1,-1,1,0.8,-1,1,0.9,0.2,1605,18,-17,-22
O=C(Nc1ncn[nH]1)c1ccc([N+](=O)[O-])cc1[N+](=O)[O-],3,0,1,-1,0.9,0.9,.,1462,4,8,.
COc1cc(OC)c(OC)cc1/C=N/NC(=S)NCC1CCCO1 (centres undefined),6,15,0.9,0,1,1,-0.46,1741,11,-1,.
CCn1c(SCC(=O)Nc2cc(NC(C)=O)ccc2OC)nnc1-c1cccnc1,-8,-5,1,-4,1,0.9,.,1414,3,8,-29
CNc1nc(-c2ccccc2)nc(-c2ccccc2)c1C#N,-1,4,1,7,1,1,0.7,1590,-1,13,.
CCN(CC)c1ccc(Nc2nc(N3CCOCC3)c3ccccc3n2)cc1,2,9,0.8,6,0.9,0.8,.,1666,18,-2,.

Going on with the list:
molecule,PPARg SRC-2 ag,PPARg SRC3 recr,Diaphorase act,PPARg SRC1 recr,PMI act satM6P,PMI act,ROMK primary,TR-FRET SRC-2 ct,Diaphorase inh,G6PDH CS,S1P3 antagonist
Cc1cc(C)cc(OCC(=O)NNC(=O)C2CCCO2)c1 (centres undefined),7,4,1,1,1,1,-0.16,1598,4,-1,0
O=c1[nH]c2cc3c(cc2cc1CN(Cc1ccco1)C(=S)NCCCN1CCOCC1)OCCO3,-2,2,0.8,3,0.8,0.9,-0.99,1310,20,14,-8
CCCS(=O)(=O)N1CCn2c(nc3ccccc32)C1,4,5,0.8,5,0.9,0.9,.,1543,22,2,-26
CCCCOc1ccc(C(=O)Nc2ccc(N3CCN(C(C)=O)CC3)cc2)cc1,4,2,0.9,1,1,1,0.14,1628,13,-2,.
CCC(CC)c1nnc(NC(=O)c2cc([N+](=O)[O-])ccc2N2CCCCC2)s1,5,4,0.8,1,0.9,0.9,-0.52,1729,19,12,-8
N#Cc1ccc(-c2ccccc2)nc1SCC(=O)c1cc2ccccc2oc1=O,5,10,1,64*,1.3,1.2,.,1700,-3,-60,.
COc1ccc(Br)cc1CN(C)CC(=O)Nc1cc(Cl)cc(Cl)c1,-1,-2,0.9,-2,0.9,0.8,-0.83,1491,15,12,15
Cc1cc(C(=O)OCC(=O)Nc2cc(S(=O)(=O)N(C)C)ccc2C)c2ccccc2n1,6,7,1.1,9,1.1,1.1,0.45,1736,-8,-1,-29

The order is random; any-hit rate near 3.3%.
